MT1-MMP act inh: MT1-MMP (human) activation inhibition; P50281; HT1080 RFP-PRO-GFP cells, GFP/RFP ratio fluorescence, overnight; percent of plate control window, DMSO zero; GFP/RFP ratio change, % at 20 µM; actives 0.061% (n = 360,000);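 active = GFP/RFP ratio change of at least 30% with cell ATP level not reduced by more than half and red fluorescence within 50% of control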; also: strong numbers were not always called active
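Test system: HT1080 RFP-PRO-GFP cells; Benchmarks: DMSO and RFP-L50D-GFP cell wells; Timing: cells overnight before dosing, compound overnight, 37 °C, 5% CO2; Compound: one 20 µM compound dose with 1% DMSO; Read-out: GFP/RFP fluorescence ratio.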
PABP1 MLLE inh: inhibitors of microRNA-mediated deadenylation, human PABP1 MLLE binding; P11940; GST-MLLE / FITC-PAM2 fluorescence polarization; inhibition, % at 20 µM; actives 0.36% (n = 360,000); AID 588489; in the data active = inhibition above about 35%, passing the limit was not always enough;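 also: plate controls were DMSO wells with GST-MLLE for no effect and wells lacking GST-MLLE protein for full effect; some results filed as inactive read as strong as hits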
Rin1-Abl PPI inh: blocks binding of human Rin1 to Abl; inhibition, % at 7.35 µM; P00519+Q13671; actives 0.4% (n = 360,000); TR-FRET Rin1/Abl binding, biochemical; in the data active = inhibition above about 5%, passing the limit was not always enough
Target sequence (P00519 whole entry, looked up): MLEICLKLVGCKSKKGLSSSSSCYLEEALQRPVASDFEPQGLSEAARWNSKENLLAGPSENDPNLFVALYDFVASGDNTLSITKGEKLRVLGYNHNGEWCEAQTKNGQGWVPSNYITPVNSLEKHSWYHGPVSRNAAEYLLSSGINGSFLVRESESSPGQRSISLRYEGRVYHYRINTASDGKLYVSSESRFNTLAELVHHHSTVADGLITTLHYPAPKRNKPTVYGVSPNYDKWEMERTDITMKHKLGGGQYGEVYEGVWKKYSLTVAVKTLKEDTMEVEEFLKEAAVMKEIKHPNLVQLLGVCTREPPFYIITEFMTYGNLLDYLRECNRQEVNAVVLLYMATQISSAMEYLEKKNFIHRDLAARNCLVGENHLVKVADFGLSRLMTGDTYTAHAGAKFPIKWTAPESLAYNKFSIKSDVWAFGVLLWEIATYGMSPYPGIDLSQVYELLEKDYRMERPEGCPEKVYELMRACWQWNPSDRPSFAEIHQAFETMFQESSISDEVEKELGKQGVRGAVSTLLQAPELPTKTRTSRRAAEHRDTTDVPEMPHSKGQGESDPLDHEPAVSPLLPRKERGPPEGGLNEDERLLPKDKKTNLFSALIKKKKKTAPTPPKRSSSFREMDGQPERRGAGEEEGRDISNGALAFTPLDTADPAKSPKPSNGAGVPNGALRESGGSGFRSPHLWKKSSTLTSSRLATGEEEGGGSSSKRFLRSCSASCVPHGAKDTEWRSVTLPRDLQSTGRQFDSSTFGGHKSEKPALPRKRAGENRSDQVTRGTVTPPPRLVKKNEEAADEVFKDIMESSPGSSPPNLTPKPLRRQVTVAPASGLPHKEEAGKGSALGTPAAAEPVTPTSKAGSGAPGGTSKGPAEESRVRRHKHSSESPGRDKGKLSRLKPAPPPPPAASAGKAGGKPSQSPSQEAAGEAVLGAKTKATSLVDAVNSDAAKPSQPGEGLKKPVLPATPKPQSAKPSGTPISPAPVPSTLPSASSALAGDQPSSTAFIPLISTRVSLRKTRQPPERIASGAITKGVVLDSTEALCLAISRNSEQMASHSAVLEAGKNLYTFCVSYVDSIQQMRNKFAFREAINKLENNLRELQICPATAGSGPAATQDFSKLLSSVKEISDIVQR
Target sequence (Q13671 whole entry, looked up): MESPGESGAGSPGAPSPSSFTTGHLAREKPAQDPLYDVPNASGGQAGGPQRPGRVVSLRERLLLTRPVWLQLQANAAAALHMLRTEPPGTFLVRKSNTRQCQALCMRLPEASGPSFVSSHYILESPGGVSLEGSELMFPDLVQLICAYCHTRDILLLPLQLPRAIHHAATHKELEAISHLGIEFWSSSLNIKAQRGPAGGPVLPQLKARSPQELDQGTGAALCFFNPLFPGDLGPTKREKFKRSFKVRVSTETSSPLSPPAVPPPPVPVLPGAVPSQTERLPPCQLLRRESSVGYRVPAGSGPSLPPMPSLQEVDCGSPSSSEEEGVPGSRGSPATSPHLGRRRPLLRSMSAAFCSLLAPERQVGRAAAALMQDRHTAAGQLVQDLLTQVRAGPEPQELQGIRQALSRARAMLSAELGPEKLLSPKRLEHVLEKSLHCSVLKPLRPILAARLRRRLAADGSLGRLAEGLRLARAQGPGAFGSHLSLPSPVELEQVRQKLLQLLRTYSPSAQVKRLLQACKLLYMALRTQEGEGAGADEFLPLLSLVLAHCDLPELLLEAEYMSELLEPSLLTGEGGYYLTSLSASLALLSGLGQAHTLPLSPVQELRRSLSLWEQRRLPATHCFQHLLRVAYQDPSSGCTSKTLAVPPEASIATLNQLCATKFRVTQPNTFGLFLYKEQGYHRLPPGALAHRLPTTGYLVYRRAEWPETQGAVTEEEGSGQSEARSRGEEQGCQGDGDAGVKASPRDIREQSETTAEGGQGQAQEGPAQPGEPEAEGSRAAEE
E coli Lon inh: inhibitors of E. coli Lon protease | P0A9M0 | purified E. coli Lon protease, fluorescence polarization | actives 0.42% (n = 360,000) | inhibition, % at 7.94 µM | AID 602123; in the data active = inhibition above about 13%, passing the limit was not always enough;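 also: 0% = enzyme with probe and DMSO and 100% = no enzyme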
CSN deneddyl inh: blocks human CSN-mediated cullin deneddylation; Q92905; Purified CSN, SCF-Nedd8-OG deneddylation, fluorescence polarization; inhibition, % at 12.5 µM; actives 0.38% (n = 360,000); AID 651999;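 active = pattern-corrected inhibition above about 35%, with an unprinted fluorescence ratio check between 0.5 and 1.5, limit read from the data, passing the limit was not always enough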;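 also: 0% = enzyme with substrate and 100% = substrate without enzyme; some results filed as inactive read as strong as hits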
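Detection – fluorescence polarization · System – HEK293T-derived human Csn5 enzyme · Controls – substrate-only high control, full reaction low control · Timing – 90 min, room temperature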
Rpn11 inh: inhibitors of human proteasome Rpn11 | O00487 | actives 0.59% (n = 360,000) | calls only at 20 µM | human 26S proteasome, Ub4-pepOG fluorescence polarization; 20S core pre-blocked with epoxomicin;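 active = inhibition at 20 µM, scaled to each plate's controls, above about 33%, limit read from the data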
FAS-TE inh: inhibitors of human fatty acid synthase thioesterase domain. P49327. recombinant FAS-TE, OMFH fluorogenic substrate, fluorescence endpoint. inhibition, % at 15 µM. actives 0.67% (n = 360,000);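 active = compounds whose normalised, plate-corrected inhibition of enzyme fluorescence in the single-dose primary screen is 50% or more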;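 also: 0% = DMSO with enzyme and 100% = substrate without enzyme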
MsrA act: activates bovine MsrA enzyme. purified bovine MsrA, absorbance read-out. activation, % at 10.6 µM. actives 0.3% (n = 360,000). AID 602163; in the data active = activation above about 7.5%;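 also: 0% = vehicle and 100% = reference activator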
MsrA inh: bovine MsrA inhibition. AID 651718. purified bovine MsrA, absorbance read-out. actives 0.75% (n = 360,000). inhibition, % at 15.5 µM; in the data active = inhibition above about 4.5%;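 also: 0% = vehicle wells with enzyme and 100% = reference inhibitor wells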
An asterisk follows results filed as active.

`Cc1cc(S(=O)(=O)N2CCC(NC(=O)C34CC5CC(CC(C5)C3)C4)CC2)ccc1-n1cnnn1` gave MT1-MMP act inh 0, PABP1 MLLE inh 4, Rin1-Abl PPI inh 3, E coli Lon inh 2, CSN deneddyl inh 5, Rpn11 inh inactive, FAS-TE inh 2, MsrA act 2 and MsrA inh 1.6.
`CC(=O)Nc1ccc(S(=O)(=O)N(C)CC(=O)OCC(=O)N2CCCCC2)cc1` gave MT1-MMP act inh 3, PABP1 MLLE inh 1, Rin1-Abl PPI inh 1, E coli Lon inh -1, CSN deneddyl inh -2, Rpn11 inh inactive, FAS-TE inh -8, MsrA act -3 and MsrA inh -0.2.
Screening N/C(COc1ncn(-c2ccccc2)n1)=N\S(=O)(=O)c1ccccc1 returned MT1-MMP act inh -1, PABP1 MLLE inh -1, Rin1-Abl PPI inh 0, E coli Lon inh 8, CSN deneddyl inh -2, Rpn11 inh inactive, FAS-TE inh -10, MsrA act -10 and MsrA inh -0.9.
Screening C=CCn1c2ccccc2c2nnc(SCCN3CCOCC3)nc21 returned MT1-MMP act inh 0, PABP1 MLLE inh 25, Rin1-Abl PPI inh -8, E coli Lon inh -6, CSN deneddyl inh 1, Rpn11 inh inactive, FAS-TE inh -3, MsrA act -4 and MsrA inh 0.5.
N#Cc1ccccc1NC(=O)CC1c2ccccc2Oc2ccccc21 was read as MT1-MMP act inh 3, PABP1 MLLE inh -4, Rin1-Abl PPI inh 0, E coli Lon inh -5, CSN deneddyl inh 3, Rpn11 inh inactive, FAS-TE inh -4, MsrA act -3 and MsrA inh -1.3.
CCOC(=O)C1=C(Cn2cnc3ccccc32)NC(=O)NC1c1ccc(Cl)cc1 (stereo not given) was read as MT1-MMP act inh 3, PABP1 MLLE inh 0, Rin1-Abl PPI inh 2, E coli Lon inh -6, CSN deneddyl inh 6, Rpn11 inh inactive, FAS-TE inh 5, MsrA act -2 and MsrA inh 0.1.
Screening O=[N+]([O-])c1ccc(NN=Cc2cccc3ccccc23)nc1 returned MT1-MMP act inh -18, PABP1 MLLE inh -41, Rin1-Abl PPI inh -1, E coli Lon inh 2, CSN deneddyl inh 23, FAS-TE inh -4, MsrA act -1 and MsrA inh -0.2.
O=C(c1ccc(-c2nc3ccccc3s2)o1)N1CCN(c2ccccc2O)CC1 was read as MT1-MMP act inh -1, PABP1 MLLE inh -20, Rin1-Abl PPI inh -2, E coli Lon inh -4, CSN deneddyl inh 3, Rpn11 inh inactive, FAS-TE inh 12, MsrA act -2 and MsrA inh 3.2.
CCOC(=O)c1c(-c2ccc(C)cc2)csc1NC(=S)NC(=O)c1ccccc1 was read as MT1-MMP act inh -8, PABP1 MLLE inh 22, Rin1-Abl PPI inh 1, E coli Lon inh -10, CSN deneddyl inh 3, Rpn11 inh inactive, FAS-TE inh 27, MsrA act 0 and MsrA inh -0.1.
`COc1cc(OC)c2c(C)cc(=O)oc2c1` gave MT1-MMP act inh -6, PABP1 MLLE inh -6, Rin1-Abl PPI inh -4, E coli Lon inh -17, CSN deneddyl inh 2, Rpn11 inh inactive, FAS-TE inh -9, MsrA act -15 and MsrA inh 3.4.
Screening COc1cccc(C(=O)O/N=C(\C)c2cnccn2)c1 returned MT1-MMP act inh 3, PABP1 MLLE inh -8, Rin1-Abl PPI inh -4, E coli Lon inh -9, CSN deneddyl inh -3, Rpn11 inh inactive, FAS-TE inh -2, MsrA act -3 and MsrA inh 0.5.
Screening CC(=O)Nc1cccc(NC(=O)CSc2nn3c(=O)c(C)nnc3s2)c1 returned MT1-MMP act inh -1, PABP1 MLLE inh 36, Rin1-Abl PPI inh 0, E coli Lon inh -3, CSN deneddyl inh 9, Rpn11 inh inactive, FAS-TE inh 1, MsrA act 2 and MsrA inh -0.2.
Fc1cccc(CSc2nnc3c(n2)[nH]c2ccccc23)c1 was read as MT1-MMP act inh -3, PABP1 MLLE inh -22, Rin1-Abl PPI inh 0, E coli Lon inh 0, CSN deneddyl inh 1, Rpn11 inh inactive, FAS-TE inh 0, MsrA act -5 and MsrA inh 0.6.
COc1cccc2oc3cc(C#CC4(O)CCCCC4)ccc3c(=O)c12 was read as MT1-MMP act inh 2, PABP1 MLLE inh -20, Rin1-Abl PPI inh 1, E coli Lon inh -6, CSN deneddyl inh -3, Rpn11 inh inactive, FAS-TE inh 0, MsrA act 7 and MsrA inh -1.2.
Screening COC(=O)C(Cc1cnc[nH]1)NC(=O)C1CCC(=O)N1 (stereo not given) returned MT1-MMP act inh -3, PABP1 MLLE inh 3, Rin1-Abl PPI inh -2, E coli Lon inh -1, CSN deneddyl inh 1, Rpn11 inh inactive, FAS-TE inh -9, MsrA act -4 and MsrA inh -0.2.
For CS(=O)(=O)N(CC(=O)N1CCOCC1)c1cccc([N+](=O)[O-])c1 the results were MT1-MMP act inh 0, PABP1 MLLE inh 1, Rin1-Abl PPI inh -3, E coli Lon inh -1, CSN deneddyl inh -2, Rpn11 inh inactive, FAS-TE inh -5, MsrA act -3 and MsrA inh -0.2.
For COc1ccc(NC(=O)c2ccco2)c(OC)c1 the results were MT1-MMP act inh 7, PABP1 MLLE inh 12, Rin1-Abl PPI inh -1, E coli Lon inh 2, CSN deneddyl inh -2, Rpn11 inh inactive, FAS-TE inh -6, MsrA act 3 and MsrA inh 0.5.
O=Cc1cc(Br)c(OC(=O)N2CCOCC2)c(Br)c1 was read as MT1-MMP act inh 0, PABP1 MLLE inh 4, Rin1-Abl PPI inh 1, E coli Lon inh -15, CSN deneddyl inh -4, Rpn11 inh inactive, FAS-TE inh -3, MsrA act -1 and MsrA inh 0.8.
`O=C1C(=O)N(CCN2CCOCC2)C(c2cccc(Cl)c2)/C1=C(/O)c1ccc2c(c1)OCO2` (stereo not given) gave MT1-MMP act inh 0, PABP1 MLLE inh -12, Rin1-Abl PPI inh -52, E coli Lon inh -6, CSN deneddyl inh 8, Rpn11 inh inactive, FAS-TE inh -5, MsrA act -7 and MsrA inh 1.1.
For O=C1CC(c2ccc(S(=O)(=O)NCCOc3ccccc3)cc2)CN1 (stereo not given) the results were MT1-MMP act inh 2, PABP1 MLLE inh -7, Rin1-Abl PPI inh -1, E coli Lon inh 5, CSN deneddyl inh 1, Rpn11 inh inactive, FAS-TE inh -6, MsrA act -1 and MsrA inh 1.8.
Screening CCn1c(CN2CCOCC2)nnc1SCC(=O)Nc1cccc(C)c1 returned MT1-MMP act inh 2, PABP1 MLLE inh 3, Rin1-Abl PPI inh 4, E coli Lon inh -3, CSN deneddyl inh 2, Rpn11 inh inactive, FAS-TE inh -4, MsrA act -4 and MsrA inh 0.2.
Cc1ccc(NC(=O)c2ccc(F)cc2)nc1 was read as MT1-MMP act inh 4, PABP1 MLLE inh 14, Rin1-Abl PPI inh -1, E coli Lon inh 0, CSN deneddyl inh 7, Rpn11 inh inactive, FAS-TE inh -2, MsrA act -2 and MsrA inh -1.5.
Screening Nc1ncnc2c1ncn2[C@H]1C[C@H](O)[C@@H](COP(=O)(O)O)O1 returned MT1-MMP act inh 6, PABP1 MLLE inh 18, Rin1-Abl PPI inh 0, E coli Lon inh 7, CSN deneddyl inh 3, Rpn11 inh inactive, FAS-TE inh -4, MsrA act 1 and MsrA inh -0.6.
`CC(OC(=O)CNC(=O)c1ccc2c(c1)OCO2)C(=O)NCCC1=CCCCC1` (stereo not given) gave MT1-MMP act inh -5, PABP1 MLLE inh 1, Rin1-Abl PPI inh 4, E coli Lon inh -4, CSN deneddyl inh -2, Rpn11 inh inactive, FAS-TE inh -5, MsrA act -4 and MsrA inh -0.2.
`CCCCNC(=O)Cn1c(=O)c2c(ncn2CCC(C)C)n(Cc2ccccc2)c1=O` gave MT1-MMP act inh 1, PABP1 MLLE inh -9, Rin1-Abl PPI inh 20*, E coli Lon inh 6, CSN deneddyl inh -2, Rpn11 inh inactive, FAS-TE inh 7, MsrA act -3 and MsrA inh -1.5.
Screening CCc1ccc(CNC(=O)C2Cc3cc(S(=O)(=O)N4CCCC4)ccc3N2C(C)=O)cc1 (stereo not given) returned MT1-MMP act inh -4, PABP1 MLLE inh -10, Rin1-Abl PPI inh 1, E coli Lon inh -7, CSN deneddyl inh -7, Rpn11 inh inactive, FAS-TE inh 8, MsrA act -3 and MsrA inh 0.2.
COc1ccc(-c2[nH]c(-c3ccc(F)cc3)nc2SCC(=O)NC2CCCC2)cc1 was read as MT1-MMP act inh -4, PABP1 MLLE inh 17, Rin1-Abl PPI inh 3, E coli Lon inh 0, CSN deneddyl inh 1, Rpn11 inh inactive, FAS-TE inh 6, MsrA act -8 and MsrA inh 0.8.
For O=C(c1cccc(Cl)c1)N(Cc1cccs1)C1CCS(=O)(=O)C1 (stereo not given) the results were MT1-MMP act inh 2, PABP1 MLLE inh -7, Rin1-Abl PPI inh 3, E coli Lon inh -2, CSN deneddyl inh -1, Rpn11 inh inactive, FAS-TE inh 3, MsrA act 1 and MsrA inh 0.8.
`Cc1nnc(SCC2=C(C(=O)O)N3C(=O)C(NC(=O)c4cc(F)c(F)cc4Cl)C3SC2)s1` (stereo not given) gave MT1-MMP act inh -3, PABP1 MLLE inh 18, Rin1-Abl PPI inh 4, E coli Lon inh -3, CSN deneddyl inh 10, Rpn11 inh inactive, FAS-TE inh -3, MsrA act -1 and MsrA inh 0.1.
For O=C1N=C(N2CCCCC2)S/C1=C/C1=Cc2ccccc2OC1 the results were MT1-MMP act inh 4, PABP1 MLLE inh -4, Rin1-Abl PPI inh 2, E coli Lon inh -1, CSN deneddyl inh -1, Rpn11 inh inactive, FAS-TE inh 1, MsrA act -1 and MsrA inh 2.4.

A run of entries of the results above:
`CCCCNC(=O)Cn1c(=O)c2c(ncn2CCC(C)C)n(Cc2ccccc2)c1=O` gave MT1-MMP act inh 1, PABP1 MLLE inh -9, Rin1-Abl PPI inh 20*, E coli Lon inh 6, CSN deneddyl inh -2, Rpn11 inh inactive, FAS-TE inh 7, MsrA act -3 and MsrA inh -1.5.
Screening CCc1ccc(CNC(=O)C2Cc3cc(S(=O)(=O)N4CCCC4)ccc3N2C(C)=O)cc1 (stereo not given) returned MT1-MMP act inh -4, PABP1 MLLE inh -10, Rin1-Abl PPI inh 1, E coli Lon inh -7, CSN deneddyl inh -7, Rpn11 inh inactive, FAS-TE inh 8, MsrA act -3 and MsrA inh 0.2.

Among those listed so far, 5 contain an aryl methoxy group.
`COc1cc(OC)c2c(C)cc(=O)oc2c1` gave MT1-MMP act inh -6, PABP1 MLLE inh -6, Rin1-Abl PPI inh -4, E coli Lon inh -17, CSN deneddyl inh 2, Rpn11 inh inactive, FAS-TE inh -9, MsrA act -15 and MsrA inh 3.4.
Screening COc1cccc(C(=O)O/N=C(\C)c2cnccn2)c1 returned MT1-MMP act inh 3, PABP1 MLLE inh -8, Rin1-Abl PPI inh -4, E coli Lon inh -9, CSN deneddyl inh -3, Rpn11 inh inactive, FAS-TE inh -2, MsrA act -3 and MsrA inh 0.5.
COc1cccc2oc3cc(C#CC4(O)CCCCC4)ccc3c(=O)c12 was read as MT1-MMP act inh 2, PABP1 MLLE inh -20, Rin1-Abl PPI inh 1, E coli Lon inh -6, CSN deneddyl inh -3, Rpn11 inh inactive, FAS-TE inh 0, MsrA act 7 and MsrA inh -1.2.
For COc1ccc(NC(=O)c2ccco2)c(OC)c1 the results were MT1-MMP act inh 7, PABP1 MLLE inh 12, Rin1-Abl PPI inh -1, E coli Lon inh 2, CSN deneddyl inh -2, Rpn11 inh inactive, FAS-TE inh -6, MsrA act 3 and MsrA inh 0.5.
COc1ccc(-c2[nH]c(-c3ccc(F)cc3)nc2SCC(=O)NC2CCCC2)cc1 was read as MT1-MMP act inh -4, PABP1 MLLE inh 17, Rin1-Abl PPI inh 3, E coli Lon inh 0, CSN deneddyl inh 1, Rpn11 inh inactive, FAS-TE inh 6, MsrA act -8 and MsrA inh 0.8.
